Source: PubChem
MT stabilizer: microtubule stabilizers in HeLa cells, primary screen, imaging, high-content imaging; % tubulin-high responders, % at 10 µM; HeLa tubulin immunostaining HCS, 24 h; share of cells brighter than vehicle mean+2SD; hit rate 0.83% among 200,000;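 active = plate Z-score above 3 for both tubulin-high and condensed-nucleus cell shares, with cell loss under 80%, at 10 µM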;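 note: anti alpha tubulin signal scored within the nucleus-defined area of each cell; some results filed as inactive read as strong as hits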
Lipid droplet: inhibitors of hepatocyte lipid droplet formation, primary screen, imaging, high-throughput imaging, BODIPY stain. AML12 mouse hepatocytes, oleate lipid droplets. inhibition, % at 6.5 µM. hit rate 0.4% among 240,000;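 active = lipid droplet intensity inhibited by at least 50%, with more than 500 cells counted; inconclusive = wells with under 300 cells, treated as cytotoxic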
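Test system: AML12 mouse liver cells; schedule: overnight exposure; technique: high-content imaging of BODIPY-stained droplets and DAPI nuclei; read-out: % inhibition of corrected integrated BODIPY droplet signal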
b-catenin transl: modulators of beta-catenin nuclear translocation, primary screen, imaging, HeLa cells, immunofluorescence, high-content; AID 1665, 2009; hit rate 0.3% among 190,000; nuclear translocation activity, % at 5 µM;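 active = nuclear translocation activity above 50% at 5 µM, with a well cell count of 50 or more; inconclusive = wells under 50 cells across six images, flagged as toxic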;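 note: per-cell ratio of nuclear to cytoplasmic median beta-catenin stain intensity; plate controls were DMSO negative control for no effect and GSK-3 inhibitor IX positive control for full effect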
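assay system = human HeLa cells, endogenous beta-catenin | times = compound treatment 24 h, 37°C, 5% CO2 | detection = Anti-beta-catenin immunofluorescence on PFA-fixed, Triton-permeabilized cells, DAPI nuclei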
Insulin prom up: insulin promoter activators in MIN6 cells, imaging, high-content screening, mouse beta cells; MIN6 insulin promoter-GFP reporter; stronger effect = higher value; z-score at 5 µM; hit rate 0.3% among 190,000;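 active = z-score above 3 at 5 µM with at least 500 cells counted in the well; inconclusive = wells under 500 cells, flagged as cytotoxic or low count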
Dynein cargo inh: inhibitors of GR-EGFP nuclear translocation, primary screen, dynein cargo transport inhibitor project, imaging, high-content, 3617.4 mouse cells | z-score, hits read low | AID 1381, 2008 | test concentration mostly 20 µM; stimulated with dexamethasone, 1 µM; stronger effect = lower value | hit rate 0.47% among 220,000;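 active = plate z-score of nuclear minus cytoplasmic receptor signal below a set negative limit, without overly bright fluorescence or cell loss, cut at about -3.5 in these data, passing the limit was not always enough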;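 note: z-score of nuclear minus cytoplasmic ring GR-EGFP intensity difference per well; some compounds called inactive have numbers as strong as hits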
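Buffer or medium – tet-free medium with charcoal-stripped serum · Signal – automated 10x imaging of fixed Hoechst-stained cells · Also added – dexamethasone agonist, 1.0 µM final, for 30 min · Incubation – induction 48 h, compound 1 h, agonist 30 min · Read-out – GR-EGFP nuclear translocation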
PMI inhibitors: inhibitors of human PMI, primary screen, biochemical, fluorescence intensity, coupled assay (AID 1209) | Mannose-6-phosphate isomerase (Homo sapiens) | purified PMI enzyme, coupled fluorescence intensity; higher % means a stronger effect | one-dose inhibition, % at 20 µM; IC50 in µM for titrated hits | hit rate 0.42% among 190,000; in the data active = inhibition above about 50%;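 note: plate controls were DMSO vehicle for no effect and wells lacking substrate for full effect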
Myeloid diff 2: induction of myeloid progenitor differentiation, primary screen, cell-based, flow cytometry, MLPCN library; ER-HoxA9 myeloid progenitors, lysozyme-GFP differentiation; calls only at 10 µM; hit rate 1% among 360,000; AID 624256, 2012;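 active = normalized GFP-positive differentiation at or above the plate's own cutoff, the solvent-only control mean plus 3 SD; inconclusive = no clear call, values can overlap the other calls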;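 note: cells exposed to compound for four days before flow analysis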
TNAP activators: human TNAP enzyme activators, primary screen, biochemical, luminescent, no phosphate acceptor, uHTS (AID 1001) | purified TNAP, luminescent activation assay, no phosphate acceptor; higher activation fold means a stronger effect | one-dose activation fold at 20 µM; EC50 in µM for titrated hits | Alkaline phosphatase, tissue-nonspecific isozyme (Homo sapiens) | hit rate 0.03% among 200,000; in the data active = activation fold from about 3, or a potency from the dose series; inactive = the rest, 99 in 100 with activation fold below about 1.6; note: many of its hits are not listed in these tables
T cell HTS: modulators of CD8 T cell-vesicle binding, primary screen, mouse 2C CD8+ T cells, flow cytometry. AID 2052, 2009. hit rate 0.068% among 330,000. 2C CD8+ T cell-vesicle binding; stronger effect = lower value. calls only at 7 µM;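 active = response, share of CD8 T cells binding vesicles, and their 90th percentile fluorescence all below set limits, cut at about 80% in these data, passing the limit was not always enough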
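Incubation: binding step 1.5 h, 37 °C, antibody labelling 20 min, ice; system: murine 2C transgenic CD8+ T lymphocytes; technique: cytometric PE anti-B7-1 and Alexa647 anti-CD8 signals after 1% paraformaldehyde fixation; also added: QL9-charged Drosophila Ld/ICAM-1/B7-1 vesicles; control set: naked versus QL9-loaded vesicles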
Dynein cargo inh cytoplasmic EGFP: further read-out of Dynein cargo inh, marked with its call; z-score; measured here: cytoplasmic GR-EGFP intensity; stronger effect = higher value
Dynein cargo inh nuclear GR-EGFP: also measured in Dynein cargo inh; calls as there; z-score; measured here: nuclear GR-EGFP intensity;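 lower value marks the stronger effect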
Dynein cargo inh cell count: recorded beside Dynein cargo inh, whose call it bears; z-score; measured here: cell count per field
Insulin prom up cell count: further read-out of Insulin prom up, marked with its call; cell count; measured here: cytotoxicity, nuclei count;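 total cells summed across four imaged fields per well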
Lipid droplet cells 6.5 µM: further read-out of Lipid droplet, marked with its call; cell count; measured here: cell count, cytotoxicity flag;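 cells counted across two imaged fields per well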
b-catenin transl cell count 5 µM: second read-out of b-catenin transl, no call of its own (marks repeat the call); cell count; measured here: cell count, cytotoxicity flag
T cell HTS vesicle-bound %: further read-out of T cell HTS, marked with its call; double positive events, %; measured here: CD8+ vesicle-bound cell fraction;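 binding gate set so that unloaded-vesicle control wells show 10% double positive cells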
MT stabilizer Hoechst-high %: recorded beside MT stabilizer, whose call it bears; % Hoechst-high responders; measured here: nuclear condensation Hoechst responders;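 share of cells brighter than vehicle mean plus two SD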
MT stabilizer cytotoxicity %: also measured in MT stabilizer; calls as there; toxicity, %; measured here: cytotoxicity by cell density;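 0% = mean cell density of plate MIN control wells and 100% = no cells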
Myeloid diff 2 GFP+ MAC1+ %: also measured in Myeloid diff 2; calls as there; GFP+ MAC1+ double positive, %; measured here: differentiation confirmed by MAC1 staining
* marks the source's active call; other numbers are inactive results; i = inactive; ? = inconclusive; . = not tested or not shown; + = active, no number.

Value order – MT stabilizer | MT stabilizer Hoechst-high % | MT stabilizer cytotoxicity % | Lipid droplet | Lipid droplet cells 6.5 µM | b-catenin transl | b-catenin transl cell count 5 µM | Insulin prom up | Insulin prom up cell count | Dynein cargo inh | Dynein cargo inh cytoplasmic EGFP | Dynein cargo inh nuclear GR-EGFP | Dynein cargo inh cell count | PMI inhibitors | Myeloid diff 2 | Myeloid diff 2 GFP+ MAC1+ % | TNAP activators | T cell HTS | T cell HTS vesicle-bound %
1	CCn1ncc(Br)c1C(=O)Nc1cc([N+](=O)[O-])ccc1C
→ 1.5 | 1.5 | 2.2 | 47.5 | 746 | -4.9 | 563 | -0.26 | 1281 | -0.0939 | -0.284 | -0.444 | 0.27 | -5.3% | i | 0.2 | 1 | i | 14.9
2	CC(C)(CO)NCC(O)COc1ccc2c(c1)CCC2 (stereo not drawn)
→ 2.3 | 2.5 | 7.6 | 11.0 | 656 | 0.1 | 1106 | 0.14 | 1477 | -0.336 | -0.0985 | 0.0279 | 0.602 | 1.1% | i | 0.2 | 1 | i | 55.6
3	CSc1nc(N(C)C)nc(N2CC(=O)N(CCNS(=O)(=O)c3ccc(C)cc3)C2=N)n1
→ 1.5 | 1.3 | 4.8 | -17.8 | 671 | . | . | -0.48 | 1394 | -0.927 | -0.252 | -0.685 | 1.52 | 9.3% | i | 0.7 | 1.2 | i | 40.4
4	Cc1cc(C)n(CC2CC(=O)N(c3ccc(F)c(Cl)c3)C2=O)n1 (stereo not drawn)
→ 4.8 | 4.1 | 9.5 | . | . | -3.8 | 863 | -0.68 | 1284 | 2.47 | 0.384 | 0.594 | -2.67 | -11.4% | i | 0.4 | 1 | i | 16.6
5	CNCc1sccc1C
→ 3.6 | 2.5 | 4.9 | 10.1 | 711 | 0.8 | 1114 | -0.24 | 1253 | 0.499 | -0.24 | 0.47 | -0.274 | -30.9% | i | 0.4 | 1.1 | i | 49.8
6	CCOc1ccc2cc(/C=C/C(=O)c3ccco3)c(Cl)nc2c1
→ 2.1 | 1.3 | 4.7 | -7.5 | 687 | -2.7 | 1206 | 0.07 | 751 | -0.259 | 17.2 | 1.93 | -2.12 | -7.5% | + | 1.3* | 1 | i | 6.7
7	O=C(COc1ccc2ccccc2c1)NC1CC1
→ 1.4 | 1.7 | 9.4 | 8.8 | 747 | -3.7 | 1120 | . | . | 0.0772 | -0.412 | -0.0943 | 0.541 | 16.9% | i | 1.0 | 1.1 | i | 57.5
8	Cn1c(CCC(=O)Nc2ccc(N3CCOCC3)cc2)nc(=O)c2ccccc21
→ 2.4 | 2.7 | 10.5 | . | . | -0.3 | 1437 | 0.67 | 1581 | -0.492 | -0.497 | -0.225 | 0.569 | 8.2% | i | 0.3 | 1.1 | i | 60.2
9	O=C(COC(=O)CNC(=O)c1cccs1)Nc1ccccc1C(F)(F)F
→ 4.6 | 3.0 | 6.5 | -4.4 | 687 | -3.4 | 1134 | 0.41 | 1297 | 0.378 | -0.203 | 0.489 | 0.278 | 2.9% | i | 0.7 | 1.1 | i | 24.9
10	Cc1cccc(C)c1Nc1nnc(SCC(=O)Nc2ncc(C(F)(F)F)cc2Cl)s1
→ 3.3 | 2.4 | 3.8 | . | . | . | . | 0.37 | 1172 | 0.149 | -0.325 | -0.22 | 0.432 | 7.6% | i | 1.0 | 1 | i | 23.8
11	CCOC(=O)N1CCN(CC(=O)N2c3ccccc3CCc3ccccc32)CC1
→ 3.6 | 1.2 | 9.0 | 16.5 | 680 | -3.4 | 1131 | -0.19 | 1521 | 2.48 | -0.183 | 0.936 | -1.38 | 2.7% | i | 0.5 | 1 | i | 60.0
12	COc1ccc(C(=O)CCN2CCCCCC2)cc1
→ 2.3 | 1.7 | 7.5 | . | . | -1.9 | 971 | -0.59 | 1461 | -0.328 | 0.0669 | 0.282 | -0.708 | 31.1% | i | 7.8 | 1.1 | i | 30.0
13	COc1ccc(C(=O)CSc2nnc3ccccn23)cc1OC
→ 1.3 | 2.2 | 11.7 | 14.3 | 704 | 1.2 | 539 | . | . | -0.1 | 0.153 | -0.0856 | 0.467 | -4.0% | i | 0.2 | 1.1 | i | 9.4
14	c1ccc2c(c1)CC1(CCCCC1)n1nnnc1-2
→ 2.8 | 1.3 | 4.7 | -6.2 | 722 | 7.0 | 424 | . | . | -0.251 | -0.23 | -0.429 | 0.717 | 6.1% | + | 13.7* | 1 | i | 7.1
15	CCc1nnc(NC(=O)CCC(=O)N2CCN(c3ccccn3)CC2)s1
→ 1.9 | 1.9 | 7.0 | . | . | 0.8 | 1319 | 0.38 | 1687 | 0.634 | -0.162 | -0.244 | -1.17 | 6.4% | i | 0.8 | 1 | i | 22.6
16	O=C(NN=C1CCCCC1)c1cc(-c2ccccc2)n[nH]1
→ 1.7 | 1.8 | 9.6 | -18.1 | 640 | -0.7 | 847 | -0.51 | 1452 | 0.98 | -0.196 | 0.727 | -0.361 | 4.9% | i | 0.5 | 0.7 | i | 30.2
17	Cc1ccc(S(=O)(=O)N2CCN(C(=O)CC(C)(C)C)CC2)cc1
→ 4.3 | 1.5 | 8.8 | -3.0 | 634 | 7.4 | 823 | -0.63 | 1543 | -0.444 | -0.294 | -0.232 | 0.744 | -10.1% | i | 0.5 | 1.1 | i | 58.0
18	CN(C)S(=O)(=O)c1ccc(NC(=O)C2CC3C=CC2C3)cc1 (stereo not drawn)
→ 5.4 | 2.1 | 10.0 | -7.7 | 542 | 0.2 | 1081 | -0.14 | 1445 | 0.427 | -0.363 | 0.195 | 0.834 | 2.1% | i | 0.7 | 1.1 | i | 50.3
19	CCOC(=O)NC(=O)/C(N=Nc1cc(C)cc(C)c1)=C(\C)O
→ 5.4 | 2.3 | 22.3 | 15.6 | 675 | -4.3 | 1086 | -1 | 1142 | 0.947 | -0.28 | 0.734 | -0.306 | -3.4% | i | 0.2 | 1.1 | i | 40.1
20	S=C(Nc1ccccc1Cl)Nc1ccc(Cl)cc1Cl
→ 2.2 | 1.3 | 9.5 | . | . | -2.5 | 1407 | 1.7 | 1329 | 0.199 | -0.227 | -0.0778 | 0.231 | 6.0% | i | 0.4 | 1 | i | 12.4
21	CC1=C(C(=O)NC(C)c2ccc3c(c2)OCCO3)C2(CCC(C)CC2)OC1=O (stereo not drawn)
→ 9.6 | 1.4 | 6.6 | -2.8 | 768 | 2.9 | 1151 | -0.4 | 1228 | 0.772 | -0.0922 | 0.824 | -0.945 | -2.8% | i | 1.9 | 1 | i | 47.5
22	O=C1C2C3CCCC3=C3CCCC3C2C(=O)N1c1ccccc1 (stereo not drawn)
→ 4.5 | 3.0 | 8.6 | . | . | -0.8 | 1172 | 0.27 | 1012 | 0.488 | -0.318 | 0.41 | -0.634 | -6.5% | i | 0.5 | 1 | i | 3.8
23	Cc1ccnc(N2CCN(c3cc(C)c(C#N)c4nc5ccccc5n34)CC2)c1
→ 2.3 | 1.8 | 2.3 | . | . | . | . | . | . | -0.0274 | -0.0893 | 0.0581 | -0.309 | . | i | 1.1 | . | i | 30.6
24	CCCCCCc1cc2cc(C(=O)Nc3ccccc3)c(=O)oc2cc1O
→ 8.8 | 1.7 | 4.6 | -3.7 | 701 | -1.2 | 1033 | ? | . | 0.631 | -0.167 | 0.494 | -0.415 | 3.9% | ? | . | 1.1 | i | 44.3
25	COc1cccc(NC(=O)CN(c2cccc(C(F)(F)F)c2)S(C)(=O)=O)c1
→ 2.3 | 2.4 | 8.9 | . | . | -6.5 | 862 | 0.62 | 1108 | -0.732 | -0.178 | -0.193 | 7.2 | -1.4% | i | 1.0 | 1.1 | i | 30.6
26	Cc1noc(C)c1COc1cccc(C(=O)Nc2ccccc2N2CCOCC2)c1
→ 2.4 | 3.3 | 4.6 | 18.4 | 691 | . | . | -0.6 | 1523 | 0.995 | -0.314 | 0.228 | -0.21 | 6.9% | i | 0.4 | 1.1 | i | 45.1
27	CCCCCCCCCCCC(=O)NC1CCS(=O)(=O)C1 (stereo not drawn)
→ 6.6 | 1.5 | 3.5 | -0.1 | 701 | -0.3 | 1464 | 0.15 | 1445 | -1.19 | -0.271 | -0.646 | 1.16 | -9.9% | i | 0.2 | 1.1 | i | 43.1
28	Cn1ccc(=NC=C(C#N)C#N)c2ccccc21
→ 5.8 | 1.0 | 5.1 | 9.8 | 693 | 0.6 | 1145 | -0.68 | 1156 | 1.57 | 0.38 | 0.57 | -1.86 | -6.4% | i | 0.1 | 0.8 | i | 46.1
29	CCCn1nnc(NC(=S)NC(=O)c2cccs2)n1
→ 2.2 | 3.7 | 6.6 | 18.8 | 664 | -4.5 | 1140 | -0.22 | 1496 | -0.843 | -0.302 | -0.767 | 0.622 | 4.2% | i | 0.5 | 1 | i | 44.4
